# Source: PubChem (several laboratories)
# EP2 modulator = modulators of human EP2 prostaglandin E2 receptor; 0.83% of 260,000 active; induction, % at 25 µM; P43116; EP2-expressing cells, cAMP HTRF FRET, PGE2 co-stimulation; AID 940;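 active means compounds whose cAMP rise, as percent of the full-agonist control response, exceeds 60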;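 further: rat C6 glioma line stably carrying human EP2 under a CMV promoter; the protocol text gives 20 µM as final concentration; 100% = response of wells given 1 µM PGE2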
# Target sequence (P43116 whole entry, looked up): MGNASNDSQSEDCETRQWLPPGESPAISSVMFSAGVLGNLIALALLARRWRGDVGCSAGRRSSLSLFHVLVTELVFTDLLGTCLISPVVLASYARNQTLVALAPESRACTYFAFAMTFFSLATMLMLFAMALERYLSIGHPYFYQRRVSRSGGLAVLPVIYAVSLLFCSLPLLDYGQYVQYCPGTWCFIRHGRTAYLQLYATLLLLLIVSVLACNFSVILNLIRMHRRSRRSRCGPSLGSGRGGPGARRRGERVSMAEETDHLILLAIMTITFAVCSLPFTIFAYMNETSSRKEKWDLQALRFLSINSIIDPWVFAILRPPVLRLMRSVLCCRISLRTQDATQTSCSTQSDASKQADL
# PGE2 EP2 inh = blocks the human prostaglandin E2 receptor EP2; 0.52% of 260,000 active; AID 1422; inhibition, % at 25 µM; P43116; C6 glioma cells expressing human EP2, cAMP TR-FRET; cells stimulated with saturating PGE2;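 active means percent inhibition above 40 after rounding to a whole number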;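 further: rat C6 glioma host cells with rolipram phosphodiesterase inhibitor present; the protocol text gives 20 µM as final concentration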
# Calpain2 inh = calpain II (pig) inhibition | inhibition, % at 16 µM | purified calpain II, fluorogenic peptide substrate, 30 min | 0.37% of 220,000 active;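 active means inhibition above about 50%, limit read from the data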
# Tb hexokinase = T. brucei hexokinase 1 inhibition | recombinant TbHK1, G6PDH-coupled NADH A340 | inhibition, % at 10 µM | 0.11% of 220,000 active | AID 1430;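 active means inhibition of 50% or more in the single-dose primary screen; inactive means inhibition below 50%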
# Hck Nef HTS = human Hck-Nef kinase inhibition; AID 463187; Recombinant Hck-YEEI plus Nef, Z-Lyte FRET kinase assay; 0.68% of 220,000 active; P08631; inhibition, % at 20 µM;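 active means Hck-Nef kinase inhibition above about 50%, limit read from the data; inactive means inhibition below that limit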;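 further: 0% = DMSO with Hck plus Nef and 100% = Hck alone without Nef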
# zVAD death inh = L929 zVAD cell death inhibition | viability rescue, % at 10 µM | L929 zVAD necroptosis rescue, ATP luminescence, 24 h; with zVAD 60 µM | AID 1377 | 0.38% of 220,000 active;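 active means activation, scaled between plate controls, above about 75%, limit read from the data; inactive means activation under that limit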;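 further: 0% = zVAD with DMSO and 100% = DMSO alone without zVAD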
# eIF4E-4G inh = eIF4E/eIF4G interaction inhibition in translation initiation; inhibition, % at 21.7 µM; TR-FRET eIF4E-eIF4GI(517-606) binding, 2 h; 0.37% of 220,000 active; P63073+Q04637; AID 782;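 active means inhibition above about 30%, limit read from the data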;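 further: 0% = full FRET control wells and 100% = background wells lacking eIF4GI fragment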
# 14-3-3 Bad inh = disrupts binding of bovine 14-3-3 zeta to phospho-Bad peptide; P63103; TR-FRET 14-3-3zeta/Dy647-pBad peptide displacement, 1 h; inhibition, % at 21.7 µM; 0.71% of 220,000 active;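 active means inhibition above about 70%, limit read from the data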;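 further: 0% = full 14-3-3 plus peptide FRET controls and 100% = background without 14-3-3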
# Target sequence (P63103 whole entry, looked up): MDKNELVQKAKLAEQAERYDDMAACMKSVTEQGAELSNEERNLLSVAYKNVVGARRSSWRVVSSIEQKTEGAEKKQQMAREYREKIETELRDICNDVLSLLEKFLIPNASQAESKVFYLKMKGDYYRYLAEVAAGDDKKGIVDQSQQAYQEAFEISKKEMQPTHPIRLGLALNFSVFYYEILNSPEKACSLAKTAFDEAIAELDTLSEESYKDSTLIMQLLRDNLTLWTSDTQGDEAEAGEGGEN
# Rad51 HR inh = Rad51 (human) homologous recombination inhibition; Q06609; hRad51 DNA strand exchange, fluorescence dequenching; inhibition, % at 10 µM; 0.085% of 200,000 active; AID 1385;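 active means inhibition above 40% at the single screening dose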;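 further: 0% = DMSO control wells and 100% = blanks with heterologous ssDNA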
# Target sequence (Q06609 whole entry, looked up): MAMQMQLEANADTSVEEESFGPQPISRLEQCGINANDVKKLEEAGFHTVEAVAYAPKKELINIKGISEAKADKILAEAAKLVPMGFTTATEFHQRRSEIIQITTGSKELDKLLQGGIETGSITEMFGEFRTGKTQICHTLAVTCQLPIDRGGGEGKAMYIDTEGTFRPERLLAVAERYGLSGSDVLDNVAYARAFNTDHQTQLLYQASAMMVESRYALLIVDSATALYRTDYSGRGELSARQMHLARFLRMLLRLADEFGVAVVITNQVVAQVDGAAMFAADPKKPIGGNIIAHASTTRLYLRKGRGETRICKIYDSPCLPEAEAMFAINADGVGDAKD
#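 System: hRad51 filaments on single-stranded DNA; reagent: Fluorescein- and BHQ1-tagged 47-mer duplex; compound dosing: one concentration, 10 µM final; timing: filaments 15 min 37 °C, then compound 30 min; measured by: fluorescein emission 520 nm, excitation 485 nm; benchmarks: per-plate controls and blanks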
# Active calls of the source: *; i = inactive; . = not tested or not shown; & = joins results of further samples; [ ] = dose if it differs, or a comment.
# Second line of a record: EP2 modulator	PGE2 EP2 inh	Calpain2 inh	Tb hexokinase	Hck Nef HTS	zVAD death inh	eIF4E-4G inh	14-3-3 Bad inh	Rad51 HR inh
CCOc1ccc(C(Nc2cccnc2)c2cc(Cl)c3cccnc3c2O)cc1 (stereo not given)
  16	9	-190	3	51*	-1.0	28	21	-1
CCCCCCNC(=O)c1cc(-c2ccco2)nc2ccccc12
  -14	11	i	3	13	0.3	21	1	-7
COc1cc(C)c(-c2cc(C(=O)O)c(C)o2)cc1C(C)C
  14	0	-30	5	-1	0.9	1	-3	2
Cc1ccc(C(=O)CSc2nc3ccc(C(=O)NCCN4CCCCC4)cc3c(=O)[nH]2)cc1
  10	15	8	-4	15	-0.2	1	4	-8
CCS(=O)(=O)N1CCN(C2CCC(c3ccccc3)CC2)CC1 (stereo not given)
  -34	3	-32	-1	-1	-0.1	3[fluorescence artefact?]	47	-9
Cc1cc2oc(=O)cc(COC(=O)Cn3cnnn3)c2cc1C(C)C
  14	3	-29	-8	2	0.0	0	2	-25
Cc1ccnc(SCC(=O)c2cccs2)n1
  17	11	-14	-7	20	2.9	6	-14	21
CC(C)CN1CCC(=O)N([C@H](CSc2ccc(Br)cc2)c2ccccc2)CC1
  11	9	27	-1	28	0.4	-5	2	1
Clc1ccccc1CN1CCc2sccc2C1
  35	.	23	0	1	0.3	2	-1	-1
CCOc1ccc(CN2CCNC(=O)C2CC(=O)NCc2ccccn2)cc1 (stereo not given)
  -11	3	13	-9	8	-0.6	0	-17	.
Cc1nc(NC(=O)c2ccccc2[N+](=O)[O-])sc1C(=O)N(C)C
  22	9	-3	-17	4	0.1	3	-4	.
CC(C)C(c1nnnn1Cc1ccc2c(c1)OCO2)N1CCN(C)CC1 (stereo not given)
  6&35	11&9	-12	-2	-6	-0.8	-7[fluorescence artefact?]	8	3
N#CC(Nc1ccccc1)c1ccccc1OCc1ccccc1 (stereo not given)
  41	0	-18	-6	-1	0.2	2	7	-3
O=c1[nH]c(Nc2ccc3c(c2)OCCO3)nnc1Cc1ccccc1
  -19	9	-13	2	16	4.2	-5	-9	-4
Cc1nc(C(=O)NCC(=O)c2ccc(Cl)cc2)c(C(F)(F)F)o1
  -4	11	19	-7	-1	0.1	6	4	-3
CCN(C(=O)CSc1cc(C)c2ccccc2n1)c1c(N)n(Cc2ccccc2)c(=O)[nH]c1=O
  28	8	-7	-2	1	0.0	-1	0	-34
CCN(CC)CC#CCC(O)(c1ccccc1)C1CCCCC1 (stereo not given)
  -1	6	-14	9	2	-1.1	1	-11	.
Cc1cccc2c(N)c3c(nc12)CCCC3 (tested in a mixture with another compound)
  -3&-3	9&5	5	-13	21	-1.7	16	13	-6
CC1CN(C(=O)COC(=O)c2ccc(N)c([N+](=O)[O-])c2)CC(C)O1 (stereo not given)
  23	6	14	1	0	-0.9	4	6	-6
COc1ccc(S(=O)(=O)Nc2cccc(C(C)=O)c2)cc1Br
  -41	5	31	7	14	-0.5	3	16	-7
Cc1ccc(S(=O)(=O)Nc2ccccc2F)cc1C(=O)NCCCN1CCCC1=O
  21	1	12	3	4	0.3	2	8	-5
CCN(CC)C(=S)SCC(=O)Nc1ccc(S(N)(=O)=O)cc1
  -5	2	-13	1	-2	0.8	0	-19	3
C#CCNC(=O)C1=C[C@@H](C2CC2)C[C@@H](OCc2ccc(CO)cc2)O1
  -12	18	15	-13	3	-0.6	2	3	-7
CCCOC(=O)C1=C(C)NC2=C(C(=O)CC(C)(C)C2)C1c1cccnc1 (stereo not given)
  22	6	-483	-8	33	.	4[fluorescence artefact?]	-1	1
CCOP(=O)(OCC)C(C#N)=C1SCN(c2ccccc2)CS1
  .	6	.	-18	1	0.3	.	.	-3
O=C(C1=C[C@H](c2ccc3c(c2)OCO3)C[C@H](OCc2ccc(CO)cc2)O1)N1CCOCC1
  1	11	3	-2	4	-0.6	0	-2	1
COc1cccc(C(C(=O)NC(C)(C)C)N(C(=O)CCC(=O)Nc2cc(C)on2)C(C)C)c1OC (stereo not given)
  16	7	-14	2	-10	0.8	2	0	0
CCC(C(=O)O/N=C(\N)c1cccc(C)c1)c1ccccc1 (stereo not given)
  -7	12	5	-1	3	-0.1	.	.	-5
Cc1oc(-c2ccc(F)cc2)nc1CN(Cc1ccccn1)CC1CCCO1 (stereo not given)
  23	7	-33	-1	20	-1.8	-1	-26	-8
Cc1onc(-c2ccccc2Cl)c1C(=O)NCCCN1CCOCC1
  19	9	-3	-7	-1	1.2	1	0	2

# Later entries.
# Second line of a record: EP2 modulator	PGE2 EP2 inh	Calpain2 inh	Tb hexokinase	Hck Nef HTS	zVAD death inh	eIF4E-4G inh	14-3-3 Bad inh	Rad51 HR inh
Cc1ccccc1S(=O)(=O)Oc1ccccc1C(=O)Oc1ccccc1
  32	.	-13	2	0	-0.1	6	-6	.
Cc1cc(C(C)(C)C)oc1C(=O)N(CC(=O)NC1CCCC1)Cc1ccccc1Cl
  -5	7	50*	-2	1	-0.3	-6	-2	-1
Cc1cc(C(C)(C)C)oc1C(=O)N(CC(=O)NC1CCCC1)c1c(C)cccc1C
  64*	11	15	7	2	-0.1	5	2	9
O=S(=O)(c1ccccc1)c1cnn(-c2ccccc2)c1-c1ccc(F)cc1
  9	11	-9	1	2	0.5	2	5	-4
Cc1cc(N/C=C\C(=O)c2ccc(Cl)c(Cl)c2)no1
  18	8	-29	-9	0	-0.2	-2	0	-1
FC(F)Sc1ccc(NC(=S)NCc2ccccc2)cc1
  -43	6	11	-1	-10	1.8	1	-4	0
CCc1cccc(C)c1NC(=S)NCC1CCN(c2ccc(OC)cc2)C1 (stereo not given)
  -121	17	-26	4	33	-1.9	18	-8	2
O=C(CN1CCOCC1)Nc1c(Cl)cc(Cl)cc1Cl
  3	5	-15	0	3	0.5	3	3	.
COc1ccc(S(=O)(=O)Cc2ccc(C(=O)NCc3ccccn3)o2)cc1
  -13	3	-8	3	3	3.0	1[fluorescence artefact?]	6	4
OCCc1ccc(-c2ccc(Cl)cc2)o1
  21	18	-28	-1	1	.	3	-13	8
CC1CCN(C(=O)CSc2nc3c(cnn3-c3ccccc3)c(=O)[nH]2)CC1
  -4	7	-49	-5	10	0.3	2	11	-3
O=C(CCC(=O)c1ccccc1)Nc1cccnc1
  -8&-11	10&14	-7	-3	0	1.8	3	2	-3
C/C(=N\NC(=O)Cn1c(C)nc2ccccc21)c1cccs1
  -28	4	8	19	5	1.9	4	-14[fluorescence artefact?]	4
O=C(CCl)NN=C(c1ccccc1)c1ccccc1
  46	4	17	5	-19	-1.9	1	-9	7
Cc1cc(C)c2nc(N3CCCN(C(=O)c4ccco4)CC3)c(C#N)cc2c1
  70*	7	-240	11	15	0.1	6	12	-14
COc1ccc(Cl)cc1C(=O)Nn1c(C)nc2ccccc2c1=O
  14	17	5	-2	-1	3.4	5[fluorescence artefact?]	14	7
O=C(NNC(=O)c1ccc([N+](=O)[O-])o1)c1ccccc1
  7	15	21	-16	0	0.5	1	7	-21
COc1ccc(Br)cc1CN(C)C(=O)c1ccc2c(c1)NC(=O)C(C)S2 (stereo not given)
  -51	14	-25	-2	-8	2.5	0	-10	4
CC(C)CC1(C)NC(=O)NC1=O (stereo not given)
  10	16	-6	6	0	-0.3	-1	0	6
Cc1c(/C(O)=C2/C(=O)C(=O)N(CCN(C)C)C2c2ccc(C(C)C)cc2)cnn1-c1ccccc1 (stereo not given)
  -2	9	-11	-32	29	0.0	0	88*	.
O=S(=O)(c1cccc(C(F)(F)F)c1)N1CCN(c2ccccc2)CC1
  -29	3	30	-4	2	0.6	13	-13	-4
COc1cc(NC(=O)c2cc(C)on2)cc(C(=O)Nc2cccc(C(F)(F)F)c2)c1
  5	16	-7	-12	14	5.9	-6	-4	10
Cc1ccc(NC(=O)COC(=O)C2CC2(Cl)Cl)cc1C (stereo not given)
  7	2	19	7	-8	-0.1	3	5	-7
Cc1ccc(C(=O)/C=C/c2ccc(-c3ccc(C)cc3)o2)cc1
  -2	11	-34	19	3	0.5	0	-18	.
COc1ccc(/C=c2/sc3nc(-c4ccccc4)c(-c4ccccc4)n3c2=O)cc1
  15	8	-12	-20	2	0.8	5[fluorescence artefact?]	-2	-22
O=C(CSc1ccccn1)Nc1cccc(NC(=O)CSc2ccccn2)n1
  -57	7	-7	-7	1	-0.2	-28[fluorescence artefact?]	4[fluorescence artefact?]	-3
CC1CCCCN1C(=O)CSc1nc2ccccc2[nH]1 (stereo not given)
  17	4	-26	-5	19	4.3	2	-8	-12
CCOC(=O)c1cnn(-c2cc(C)nc3c(-c4ccccc4)cnn23)c1N
  41	14	-28	41	0	0.5	-10	-3	0
O=[N+]([O-])c1cccc(C(=Nc2ccccc2)NO)c1
  20	2	7	0	4	0.1	-2	2	6
CCOC(=O)/C(=N/Nc1ccc(OC)cc1)N1CCCc2ccccc21
  19	12	-5	-32	-36	0.5	2	-7	-4

# Additional records
# Second line of a record: EP2 modulator	PGE2 EP2 inh	Calpain2 inh	Tb hexokinase	Hck Nef HTS	zVAD death inh	eIF4E-4G inh	14-3-3 Bad inh	Rad51 HR inh
Cc1occc1C(=O)Nc1ccc(S(=O)(=O)N2CCN(C)CC2)cc1
  7	8	-14	2	14	-0.8	-1	1[fluorescence artefact?]	2
CC(=O)c1c(C)nn(C(C)CC(=O)O)c1C (stereo not given)
  24	9	14	3	-5	-0.6	1	-14	3
CCCNC(=S)Nc1ccc(Br)cc1
  -22	16	-13	-1	2	-0.4	-1[fluorescence artefact?]	4[fluorescence artefact?]	3
Cc1ccc(S(=O)(=O)N(C)C)cc1NC(=O)COC(=O)/C=C/c1cnc2ccccc2n1
  -22	8	-6	-2	18	4.7	3	-19	9
NS(=O)(=O)c1ccc(N=C2C(=O)Nc3ccccc32)cc1
  -8&-17	6&12	-13	-8	12	0.3	-5	3	15
CC(=O)Nc1ccc(NC(=O)C(C)Oc2ccc(Cl)cc2Cl)cc1 (stereo not given)
  -24	5	-35	1	7	-0.5	1	-7	3
CCOC(=O)/C(=N/O)C1=NC(C)(C)Cc2cc(C)c(C)cc21
  38	1	8	-3	30	0.4	-1	-7	11
COc1ccc(C)cc1S(=O)(=O)N(CC(=O)Nc1cccc([N+](=O)[O-])c1)c1ccc(C)c(C)c1
  21	7	-5	28	2	0.5	3	-26	-1
O=C(CC1Sc2ccccc2NC1=O)Nc1ccccc1[N+](=O)[O-] (stereo not given)
  0	4	33	-5	0	-0.7	3	9[fluorescence artefact?]	-4
COc1ccc(C2C(C(=O)N3CCN(c4ccc(OC)cc4)CC3)c3ccccc3C(=O)N2C)cc1 (stereo not given)
  6	11	-3	0	0	-0.6	-2[fluorescence artefact?]	-3	2
c1ccc(CCNc2nc(-c3ccccn3)cs2)cc1
  -29	5	15	10	36	1.8	2	-18	4
Cc1cc2oc(C(=O)Nc3c(C)n(C)n(-c4ccccc4)c3=O)c(C)c2cc1C
  -9	12	16	4	1	-1.2	1[fluorescence artefact?]	-1	.
Cc1cc(C)c(C#N)c(SCC(=O)c2cccs2)n1
  -14	0	-2	-6	0	0.7	-6	-10	3
COc1ccccc1C/C(N)=N/OC(=O)/C=C/c1ccccc1
  -84	4	-13	3	20	3.0	2	-20	18

# Grouped by structure, the compounds so far with a tert-butyl group
# Second line of a record: EP2 modulator	PGE2 EP2 inh	Calpain2 inh	Tb hexokinase	Hck Nef HTS	zVAD death inh	eIF4E-4G inh	14-3-3 Bad inh	Rad51 HR inh
COc1cccc(C(C(=O)NC(C)(C)C)N(C(=O)CCC(=O)Nc2cc(C)on2)C(C)C)c1OC (stereo not given)
  16	7	-14	2	-10	0.8	2	0	0
Cc1cc(C(C)(C)C)oc1C(=O)N(CC(=O)NC1CCCC1)Cc1ccccc1Cl
  -5	7	50*	-2	1	-0.3	-6	-2	-1
Cc1cc(C(C)(C)C)oc1C(=O)N(CC(=O)NC1CCCC1)c1c(C)cccc1C
  64*	11	15	7	2	-0.1	5	2	9

# This is a subset (hit frequency here may not be typical).
